AHR act – activators of human aryl hydrocarbon receptor. P35869. AHR-responsive luciferase reporter cells, luminescence. activation, % at 5 µM. 2.5% of 320,000 active. AID 2796; in the data active means activation above about 47%;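 further: 0% = vehicle wells and 100% = reference agonist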
Target sequence (P35869 whole entry, looked up): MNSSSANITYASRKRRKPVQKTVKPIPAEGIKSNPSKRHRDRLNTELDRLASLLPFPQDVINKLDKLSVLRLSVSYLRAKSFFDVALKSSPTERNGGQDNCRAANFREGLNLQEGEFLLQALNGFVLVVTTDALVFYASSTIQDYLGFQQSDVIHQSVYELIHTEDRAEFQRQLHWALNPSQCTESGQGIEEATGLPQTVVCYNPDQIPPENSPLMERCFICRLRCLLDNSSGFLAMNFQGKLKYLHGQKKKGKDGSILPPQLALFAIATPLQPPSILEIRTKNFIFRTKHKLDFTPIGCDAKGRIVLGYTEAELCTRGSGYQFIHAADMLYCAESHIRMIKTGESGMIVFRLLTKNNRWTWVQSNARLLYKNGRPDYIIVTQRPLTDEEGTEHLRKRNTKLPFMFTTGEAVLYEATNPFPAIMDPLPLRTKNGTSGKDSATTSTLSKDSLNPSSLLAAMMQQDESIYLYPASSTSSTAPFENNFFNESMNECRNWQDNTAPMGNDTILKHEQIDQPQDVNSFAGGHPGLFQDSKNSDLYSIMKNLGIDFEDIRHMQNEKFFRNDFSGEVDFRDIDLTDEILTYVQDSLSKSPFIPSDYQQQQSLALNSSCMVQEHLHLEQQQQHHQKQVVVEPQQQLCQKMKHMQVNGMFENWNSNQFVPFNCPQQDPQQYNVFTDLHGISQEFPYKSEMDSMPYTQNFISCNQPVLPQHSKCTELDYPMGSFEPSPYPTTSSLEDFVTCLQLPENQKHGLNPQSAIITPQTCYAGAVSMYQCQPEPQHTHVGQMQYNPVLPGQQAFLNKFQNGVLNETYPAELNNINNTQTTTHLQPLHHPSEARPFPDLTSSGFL
AGP1-GFP MLPCN – yeast TOR pathway AGP1-GFP modulation. GFP response vs DMSO, % at 10 µM. S. cerevisiae AGP1-GFP multiplex flow cytometry, 3 h; GFP as percent of DMSO wells. 0.02% of 320,000 active;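 active means GFP response relative to DMSO above a set limit, near screen average plus 3 SD, cut at about 150% in these data; inconclusive means fewer than 70 cells counted for the yeast strain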;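 further: median GFP channel fluorescence of the gated AGP1 strain per well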
RPL19A-GFP yeast – modulators of TOR pathway RPL19A-GFP in S. cerevisiae; S. cerevisiae RPL19A-GFP strain, flow cytometry, 3 h; stronger effect = lower value; percent response vs DMSO, % at 10 µM; 0.3% of 330,000 active; AID 2025;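 active means percent response vs DMSO below 50%; inconclusive means fewer than 70 events counted for the yeast strain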;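 further: median channel GFP fluorescence of the barcoded RPL19A-GFP strain; ratio of sample median GFP to plate DMSO average so 100% = DMSO; lower means less RPL19A-GFP as with rapamycin TOR inhibition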
CIT2-GFP yeast – modulators of TOR pathway CIT2-GFP in S. cerevisiae; S. cerevisiae CIT2-GFP strain, flow cytometry, 3 h; 100 means same as DMSO wells; GFP response vs DMSO, % at 10 µM; 0.065% of 320,000 active; AID 2029;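 active means GFP response relative to DMSO above a set limit, near the screen mean plus 3 SD, cut at about 150% in these data; inconclusive means Fewer than 70 cells measured for a yeast strain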;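 further: ratio of well median GFP fluorescence to mean of DMSO wells on the plate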
Yeast superoxide – yeast age-related superoxide inhibition as caloric restriction mimetic. AID 2690. superoxide response (% of plate mean), % at 10 µM. 0.18% of 330,000 active. S. cerevisiae aged cells, superoxide DHE fluorescence; stronger effect = lower value;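 active means superoxide response under a set limit, about three screen SD below normal, cut at about 65% in these data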;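 further: yeast aged for seven days with compound at 30 °C before DHE staining; 100% = average MFI of all compound-treated wells on the plate with controls excluded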
LAP4-GFP MLPCN – yeast TOR pathway LAP4-GFP modulation; S. cerevisiae LAP4-GFP multiplex, flow cytometry GFP, 3 h; median GFP as percent of DMSO wells; GFP response vs DMSO, % at 10 µM; 0.34% of 320,000 active; AID 2023;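 active means GFP response vs DMSO above a set limit, about the screen mean plus 3 SD, cut at about 150% in these data; inconclusive means under 70 cell events counted for the yeast strain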
MEP2 TOR yeast – modulators of TOR pathway MEP2-GFP in S. cerevisiae; S. cerevisiae MEP2-GFP strain, flow cytometry GFP, 3 h; 100% = DMSO control level; AID 2016; 0.51% of 330,000 active; GFP response vs DMSO, % at 10 µM;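 active means GFP response versus DMSO above a set limit, roughly screen mean plus 3 SD, cut at about 180% in these data; inconclusive means fewer than 70 cells counted for a yeast strain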;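 further: median GFP fluorescence of the barcode-gated MEP2-GFP cells per well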
Efflux pump inh – inhibitors of Candida antifungal efflux pumps expressed in yeast | S. cerevisiae Candida pump triplex, Nile Red efflux | inhibition, % at 10 µM | 0.44% of 330,000 active;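 active means plate passing quality check with inhibition over a set limit, or well fluorescence over plate mean plus 4 SD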;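 further: Nile Red retained in pooled yeast measured as flow cytometry median fluorescence; 0% = buffer negative control and 100% = Enniatin B positive control; higher means more Nile Red kept so more efflux inhibition; some compounds called inactive have numbers as strong as hits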
The depositor's hits bear a star; u = inconclusive; x = not tested or not shown; [ ] = dose if it differs, or a comment. The order is random; 3.9% or so of the library scored in one or more.

SMILES	AHR act	AGP1-GFP MLPCN	RPL19A-GFP yeast	CIT2-GFP yeast	Yeast superoxide	LAP4-GFP MLPCN	MEP2 TOR yeast	Efflux pump inh
COc1ccc(NC(=S)N2CCCC2)cc1OC	1.1	102.2	94.9	98.3	97.5	98.4	99.4	0.0
COc1cc(NC(=O)CCN2CCOCC2)cc(OC)c1	x	92.2	99.2	107.0	97.4	90.8	112.4	0.1
C#CCOCCOCCOCCNc1nc(N2CCN(C(=O)[C@H]([C@@H](C)CC)n3cc([C@@H](N)CC(C)C)nn3)CC2)nc(N2CCN(C(=O)[C@H](Cc3ccc(O)cc3)n3cc([C@@H](N)C(C)CC)nn3)CC2)n1 (stereo partly drawn)	1.3	89.3	102.6	99.4	104.8	107.4	93.7	0.0
O=C1CNC(=S)N1CCc1ccc(O)c(O)c1	4.2	111.3	98.1	100.5	106.8	111.5	99.0	0.1
COc1ccc(NC(=O)N(C)C[C@H]2Oc3ccc(NS(=O)(=O)c4cccs4)cc3C(=O)N([C@@H](C)CO)C[C@@H]2C)cc1	-0.8	100.4	98.5	105.4	99.9	107.1	98.7	0.1
CSc1nc2c(ccc3ccccc32)o1	-2.3	97.9	97.7	x	101.9	86.1	96.3	0.1
CCCCN(CCCC)S(=O)(=O)c1ccc(NC(=O)CN2CCOCC2)cc1	-1.2	96.1	98.3	98.3	91.4	89.0	93.9	0.2
CCN(CCn1cccn1)C(=O)C1CCC(=O)N(CCN2CCOCC2)C1 (stereo not drawn)	-4.8	91.8	115.2	97.6	102.0	98.1	98.0	0.0
COc1ccc(CCC(=O)Nc2cc(S(=O)(=O)N3CCOCC3)ccc2OC(C)C)cc1	0.9	107.9	104.3	110.0	80.2	108.2	108.8	0.0
CCN(C(=O)Cn1c(=O)oc2ccccc21)C1CCS(=O)(=O)C1 (stereo not drawn)	-2.7	95.3	96.2	93.8	103.0	98.2	106.0	0.0
C=CCNC(=O)Cn1nnc(-c2ccc(-c3ccc(OC)cc3)cc2)n1	6.4	118.6	81.3	65.9	96.3	66.7	73.0	0.4
Cc1ccc(Nc2nc(N)nc(CN3CCN(Cc4ccccc4)CC3)n2)cc1Cl	7.5	103.5	95.0	96.7	92.7	103.7	106.0	0.2
CC(C)OCCCNC(=O)CCN1C(=O)COc2ccccc21	-0.2	104.7	100.3	103.6	98.0	93.8	102.6	0.0
CC(C)n1c(N2CCN(CC(=O)Nc3ccc4c(c3)OCCO4)CC2)nc2ccccc21	0.3	104.0	101.7	104.9	104.4	101.4	98.9	0.0
CC(C)c1cccc(C(C)C)c1OCCCCCN1CCOCC1	-0.4	103.7	96.9	99.5	86.0	111.2	97.2	-0.1
O=C1CCCc2oc3c(cc(NS(=O)(=O)c4ccc5c6c(cccc46)C(=O)N5)c4ccccc43)c21	54.2*	98.7	95.3	103.8	107.5	87.7	97.3	0.0
Cc1ccc(CN(C)C(=O)C2CCC(=O)N(CC3CCCCC3)C2)o1 (stereo not drawn)	-0.6	93.2	100.2	93.5	82.3	93.2	95.7	0.3
Cn1c(NC(=O)c2ccc(F)cc2)nc2ccccc21	x	97.4	101.6	105.9	100.4	98.3	108.4	-0.1
CCSc1cnn(-c2ccccc2)c(=O)c1SCC	0.9	99.2	97.4	93.1	94.2	109.4	100.2	-0.1
Cc1ccccc1-n1ncc2c1CC(C)(C)CC2NC(=O)c1snnc1C (stereo not drawn)	-0.6	102.0	96.4	102.5	93.6	99.0	95.0	-0.2
COC(=O)c1ccc(NC(=O)CN2CCCC2)cc1	1.5	100.1	98.5	99.6	94.0	94.3	101.5	0.0
CCCS(=O)(=O)N1CCCC(C(=O)NCCc2ccccc2)C1 (stereo not drawn)	0.8	97.7	106.6	102.6	95.6	103.0	118.2	-0.1
CCN(CC(=O)Nc1cc(Cl)ccc1C)C(=O)CCOc1ccc(C)cc1	-1.6	98.7	94.4	99.9	99.5	105.7	107.5	-0.1
C=CCNC(=O)COC(=O)c1ccc(Cl)c(S(N)(=O)=O)c1	0.8	108.1	104.8	99.4	97.0	98.2	109.8	0.1
Cc1ccc2c(c1)N(S(=O)(=O)c1ccc(CN3C(=O)c4cccnc4C3=O)cc1)CCO2	1.9	98.2	100.3	99.2	112.0	96.1	110.2	0.0
Cc1nc(C(F)(F)F)c(C(=O)N/N=C(\N)c2cccnc2)s1	3.8	105.1	95.2	105.4	98.5	102.0	97.2	-0.4
O=C(NCc1ccccn1)C1CCN(S(=O)(=O)c2ccccc2)CC1	1.1	104.6	97.2	101.1	103.2	96.3	106.9	0.0
C=CCNC(=S)/N=c1/ccccn1C	-0.1	105.6	107.1	102.7	92.8	112.8	105.0	0.0
COc1ccc(N(CC(=O)N/N=C/c2cccs2)S(=O)(=O)c2ccccc2)cc1	64.0*	101.8	103.3	101.9	103.7	88.9	103.5	0.1
COc1cc2c(cc1OC)CN(Cc1ccccc1)CC2	1.6	95.2	103.7	99.9	92.8	95.0	102.3	0.1
COc1ccc(OC)c(C(=O)NC(CC(N)=O)c2ccc(NC(C)C)c([N+](=O)[O-])c2)c1 (stereo not drawn)	10.0	78.2	95.9	x	102.9	112.2	85.2	0.1
O=C(O)c1cc(-c2ccc(N3CCOCC3)cc2)nn1-c1ccc(F)cc1	-0.2	97.4	102.6	105.9	100.9	86.0	106.5	0.1
Clc1ccc(-n2nnnc2CN2CCOCC2)cc1	-0.9	98.6	103.0	101.0	138.8	109.1	100.7	-0.1
CCc1c(C)nc2c(-c3ccccc3)c(C)[nH]n2c1=O	x	101.1	103.4	102.4	101.8	94.0	108.4	-0.1
COc1ccccc1Nc1nc(C)nc2c1oc1ccccc12	40.0	98.3	100.0	101.3	94.3	108.0	115.5	0.0
O=C(c1cccc([N+](=O)[O-])c1)N1CCN(Cc2ccccc2)CC1	1.0	96.2	102.2	98.8	111.5	94.2	98.5	0.0

Another view of part of the listing above.
| canonical_smiles | AHR act | AGP1-GFP MLPCN | RPL19A-GFP yeast | CIT2-GFP yeast | Yeast superoxide | LAP4-GFP MLPCN | MEP2 TOR yeast | Efflux pump inh |
| --- | --- | --- | --- | --- | --- | --- | --- | --- |
| Cc1nc(C(F)(F)F)c(C(=O)N/N=C(\N)c2cccnc2)s1 | 3.8 | 105.1 | 95.2 | 105.4 | 98.5 | 102.0 | 97.2 | -0.4 |
| C=CCNC(=S)/N=c1/ccccn1C | -0.1 | 105.6 | 107.1 | 102.7 | 92.8 | 112.8 | 105.0 | 0.0 |

Other compounds
SMILES	AHR act	AGP1-GFP MLPCN	RPL19A-GFP yeast	CIT2-GFP yeast	Yeast superoxide	LAP4-GFP MLPCN	MEP2 TOR yeast	Efflux pump inh
S=C1NCN(Cc2cccnc2)CN1	-0.5	121.4	100.3	111.1	105.3	110.8	90.7	-0.1
COc1ccccc1N1CCN(C(=O)Cn2nc(C(F)(F)F)c3c2CCC3)CC1	3.7	82.9	86.5	87.6	80.2	85.5	91.8	0.1
COc1cc(O)c(C(CC(=O)N2CCOCC2)c2ccc3c(c2)OCO3)c(OC)c1 (stereo not drawn)	-1.2	98.6	93.3	96.1	97.4	92.0	97.7	-0.1
CC(C)n1ncc2c(C(=O)N3CCN(Cc4ccc(Cl)s4)CC3)cc(C3CC3)nc21	0.7	104.4	101.3	95.6	86.4	108.3	101.3	0.0
Cc1ccccc1CN(C)C(C)C(=O)Nc1ccccc1F (stereo not drawn)	4.4	86.9	95.2	95.4	87.1	74.7	92.7	0.1
CC1CCCC(C)N1CCCNC(=O)CN1C(=O)c2cccnc2Oc2ccc(Cl)cc21 (stereo not drawn)	-0.4	104.5	99.4	99.7	96.6	99.4	94.2	0.0
CC1(C)Cc2ccccc2-c2nnc(SCC(=O)Nc3nc4ccccc4s3)n21	45.2	101.6	98.2	97.8	119.8	97.8	109.4	0.3
Cc1cccc(OCC(=O)N2CCC3(CC2)CC(=O)c2ccccc2O3)c1	0.1	102.9	99.2	98.2	99.6	99.0	103.9	0.1
N#Cc1ccccc1Cn1c(=O)n(Cc2ccc(C(=O)NCc3ccco3)cc2)c(=O)c2ccccc21	0.8	99.5	100.6	92.1	95.9	96.2	96.8	0.5
CC1CC(=O)Nc2ccccc2N1S(=O)(=O)c1ccc(Br)cc1 (stereo not drawn)	2.4	101.5	100.9	90.5	96.3	98.8	96.5	0.2
COc1cccc(N2CCN(C(=O)c3cc4c(OC)c(OC)c(OC)cc4[nH]3)CC2)c1	9.0	96.6	107.0	104.7	104.3	102.9	100.8	0.1
CC(C)(C)NC(=O)NC(=O)COC(=O)c1cccc(S(=O)(=O)N2CCCCC2)c1	2.1	99.3	99.5	111.7	88.1	97.4	107.8	-1.7
Cc1cccc(NC2=C(Cl)C(=O)OC2OC(=O)c2ccco2)c1 (stereo not drawn)	-1.5	97.0	99.6	92.3	111.0	98.4	100.9	0.2
CC(C)(C)c1ccc(O)c(N=Cc2cc(Br)ccc2O)c1	29.1	101.1	99.4	98.2	95.6	100.1	93.8	-0.1
CCc1ccc(Nc2nnc(SCC(=O)N(C)CC(=O)Nc3ccccc3CC)s2)cc1	15.2	87.3	92.8	92.6	83.3	84.7	93.1	0.3
Cc1cc(N2CCN(C3CCCCC3)CC2)n2nc(C)nc2n1	3.0	111.2	100.5	103.4	110.4	105.0	104.5	0.2
O=C(CN1CCSC1=NCc1ccccc1)c1ccc(Cl)c(Cl)c1	2.1	97.9	97.3	95.6	93.2	100.9	92.7	0.2
CCN(C(=O)COC(=O)/C=C/c1cnc2ccccc2n1)c1ccccc1	0.5	103.0	94.3	90.1	83.6	107.2	97.0	0.1
CCCCOc1ccc(NC2=NC3(CCCCC3)N=C(N)N2)cc1	5.7	u	u	u	98.0	u	u	1.4
CC1Cc2ccccc2N1S(=O)(=O)c1cccc(C(=O)NCc2ccccn2)c1 (stereo not drawn)	8.4	98.6	95.7	96.0	99.4	94.9	93.1	0.0
COC(=O)c1ccc2nc(NC(=O)CCS(=O)(=O)c3ccccc3)sc2c1	16.8	98.7	100.0	103.0	98.2	91.0	88.6	-0.1
CC(C)(C)OC(=O)N/N=C/c1cccc([N+](=O)[O-])c1	32.8	100.0	100.5	95.6	86.7	100.1	105.7	0.1
O=C(Nc1ncc(Cc2ccc(Cl)cc2Cl)s1)c1ccc([N+](=O)[O-])cc1	-0.3	98.4	102.3	99.2	96.6	84.2	97.7	-0.2
O=C(C1CC1)N1CCN=C1SCc1ccc(Cl)cc1	-3.6	106.1	98.3	94.5	96.4	105.3	103.9	0.1
COc1ccc(OC)c(Nc2cc(C)c3ccccc3n2)c1	48.8*	97.4	101.0	96.1	113.3	104.6	101.9	0.3
O=C(CCNS(=O)(=O)c1ccccc1F)OCc1ccccc1Cl	-1.0	103.5	104.0	102.4	116.9	98.8	98.9	-0.1
N#Cc1c(-c2ccc(Cl)cc2)c(C#N)c(=O)n(N)c1N	5.9	99.6	103.0	99.6	110.3	105.5	111.4	0.1
O=c1c(O)c(-c2ccc(O)cc2)oc2cc(O)cc(O)c12	1.9	103.2	96.2	96.0	103.5	103.8	104.6	-0.3
CCc1ccc(N(C(=O)c2snc(C(N)=O)c2N)C(C(=O)NCC2CCCO2)c2ccco2)cc1 (stereo not drawn)	3.7	105.4	99.2	101.9	96.7	98.2	103.0	-0.1
O=C(NNc1cccc(Cl)n1)Nc1ccccc1	11.5	96.5	97.3	97.5	100.0	101.6	91.9	0.0
CCN1CCN(C(=S)Nc2ccc(C(C)=O)cc2)CC1	1.4	80.4[may fluoresce red]	u	89.9[may fluoresce red]	106.9	u	78.1[may fluoresce red]	0.0
CO/N=C/C(=N\Nc1ccccc1)C(=O)c1ccccc1	7.1	96.9	94.7	92.9	107.9	103.5	95.8	0.1
